RORA act: activates the human nuclear receptor RORA. P35398. CHO-K1 Gal4-RORA LBD luciferase reporter, luminescence; percent increase over mock-subtracted basal signal. activation, % at 10 µM. 65,000 compounds, 1.5% hits;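 active = activation above the mean of all tested compounds plus 3 SD, cut at about 49% in these data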;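 note: 0% = DMSO-treated RORA cells and 100% = added signal equal to DMSO minus mock-transfected cells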
Abs 340nm: absorbance at 340 nm; compound absorbance at 340 nm, fold over control; fold change at 10 µM; 65,000 tested, under 10 active; AID 708;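 active = at 10 µM dose, initial 340 nm absorbance at least 2 fold that of control wells; inactive = change under 2 fold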;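 note: initial absorbance extrapolated from kinetic A340 decline of NADH oxidation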
SF-1 act: activators of human nuclear receptor SF-1. Q13285. CHO-K1 Gal4-SF-1 LBD luciferase reporter; % increase over DMSO SF-1-specific signal. activation, % at 10 µM. 65,000 compounds, 1.9% hits. AID 522;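 active = activation above the mean activation of all tested compounds plus 3 SD, cut at about 50% in these data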
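Test system: transient Gal4-SF-1 LBD reporter, CHO-K1; Amount: 4,000 CHO-K1 cells per well; Doses: 10 µM only; Timing: compound exposure 20 h at 37 °C; Signal: luciferase light emission; Read-out basis: percent activation relative to DMSO median and mock-transfected background; Control set: DMSO negative control and −SF1 background wells; Replicates: one test per compound.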
MMP13 inh: blocks human MMP13 activity; MMP-13 fTHP FRET cleavage, Mca fluorescence; AID 570; P45452; 65,000 compounds, 0.07% hits; inhibition, % at 4 µM;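 active = inhibition above the mean of compound-free control plate wells plus 3 SD, cut at about 14% in these data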;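 note: 0% = DMSO wells and 100% = wells with reference MMP-13 inhibitor after basal subtraction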
Fluor 339 460: intrinsic fluorescence of library compounds, ex339/em460 – biochemical, MLSMR library, data from DPM-DC assay, artefact control, profiling panel; 65,000 compounds, 5.5% hits; fluorescence fold increase at 10 µM; compound autofluorescence, ex339/em460 nm, NADH buffer; stronger effect = higher value; 1 = no-compound wells, NADH background;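 active = at 10 µM, mean starting fluorescence two-fold or more over control wells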;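 note: signal is the first read of a kinetic run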
5-HT1A blocker: antagonists of human 5-HT1a serotonin receptor | 62,000 compounds, 0.68% hits | CHO 5-HT1a Ga15 NFAT-bla reporter, antagonist mode | inhibition, % at 10 µM;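 active = inhibition above the mean of all tested compounds plus 3 SD, cut at about 43% in these data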;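 note: receptor stimulated by 5-CT agonist at 100 nM near EC80; beta-lactamase reporter measured by ratiometric fluorescence of a cleavable substrate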
Target sequence (P08908 whole entry, looked up): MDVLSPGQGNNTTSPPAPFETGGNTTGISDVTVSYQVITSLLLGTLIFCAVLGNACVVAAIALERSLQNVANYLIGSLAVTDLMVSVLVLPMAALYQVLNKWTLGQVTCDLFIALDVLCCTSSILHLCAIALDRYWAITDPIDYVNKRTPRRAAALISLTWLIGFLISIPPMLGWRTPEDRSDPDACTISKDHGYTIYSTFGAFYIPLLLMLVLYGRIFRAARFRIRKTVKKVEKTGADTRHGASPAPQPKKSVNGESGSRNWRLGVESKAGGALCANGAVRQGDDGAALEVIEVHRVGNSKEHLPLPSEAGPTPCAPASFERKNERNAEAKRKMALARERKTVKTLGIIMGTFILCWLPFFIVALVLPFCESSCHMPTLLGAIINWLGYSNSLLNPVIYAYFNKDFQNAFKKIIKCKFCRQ
5HT1a ag: 5-HT1a (human) receptor agonism; P08908; CHO 5-HT1a Ga15 NFAT-bla reporter, FRET ratio; 0% basal, 100% maximal reference agonist; activation, % at 10 µM; 65,000 compounds, 0.56% hits; AID 567;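 active = activation above the screen-wide mean activation plus 3 SD, cut at about 19% in these data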;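 note: 0% = DMSO wells and 100% = 5-CT at EC100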
NADH coupling: inhibitors of enzymes used to reach an NAD/NADH endpoint | coupled PK/LDH NADH assays, four targets | IC50, µM (titrated, usually from 10 µM), without a hit: at the highest dose inhibition | 65,000 compounds, 0.02% hits | AID 774;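 active = single-dose screening hits from any of four coupled enzyme assays that gave an IC50 when retested across doses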;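 note: the DPM-DC format reads NADH fluorescence rather than 340 nm absorbance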
TNAP act DEA: activators of human TNAP at intermediate phosphate acceptor | AID 813 | activation factor at 20 µM | P05186 | purified TNAP, CDP-star luminescence, 100 mM DEA, 30 min; stronger effect = higher value; scale: 0 levamisole-inhibited, 1 vehicle-only enzyme | 64,000 tested, under 10 active;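 active = activation factor of at least 2 at 20 µM, relative to controls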
Target sequence (P05186 whole entry, looked up): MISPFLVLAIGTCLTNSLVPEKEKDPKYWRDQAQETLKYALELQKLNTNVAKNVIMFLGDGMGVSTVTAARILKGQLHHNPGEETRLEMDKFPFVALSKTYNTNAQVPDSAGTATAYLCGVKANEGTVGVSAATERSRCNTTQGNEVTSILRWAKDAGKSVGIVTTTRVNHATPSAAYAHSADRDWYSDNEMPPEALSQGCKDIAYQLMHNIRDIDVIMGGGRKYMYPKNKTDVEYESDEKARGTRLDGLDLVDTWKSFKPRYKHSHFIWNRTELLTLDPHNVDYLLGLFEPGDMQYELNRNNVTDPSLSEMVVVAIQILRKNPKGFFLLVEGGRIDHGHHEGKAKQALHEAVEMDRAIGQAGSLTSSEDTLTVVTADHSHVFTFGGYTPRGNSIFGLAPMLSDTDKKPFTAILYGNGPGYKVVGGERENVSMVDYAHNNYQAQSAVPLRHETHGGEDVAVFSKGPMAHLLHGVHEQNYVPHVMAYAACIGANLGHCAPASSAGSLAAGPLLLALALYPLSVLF
An asterisk follows results filed as active; i = inactive; . = not tested or not shown; [ ] = dose if it differs, or a comment.

SMILES | RORA act | Abs 340nm | SF-1 act | MMP13 inh | Fluor 339 460 | 5-HT1A blocker | 5HT1a ag | NADH coupling | TNAP act DEA
Cn1c(=O)[nH]c(=O)c2c1nc(NC1CCCCC1)n2CCO | -4 | 1 | -2 | -3 | 1.1 | -6 | -1.9 | 1% | 0.9
CCSc1nnc(N(CCC(=O)O)CCC(=O)O)s1 | -5 | 1 | 20 | -2 | 1.1 | . | 0.1 | 5% | 1
COc1cc2[nH]c(=O)n(CCCCCC(=O)NCCCN3CCC(C)CC3)c(=O)c2cc1OC | -4 | 1.1 | -2 | -13 | 1.6 | -4 | -1.4 | 7% | 0.9
CCOc1ccc2nc(NC3=NCN(Cc4ccco4)CN3)nc(C)c2c1 | 29 | 0.98 | -17 | -10 | 1.4 | 8 | -5.1 | 11% | 0.9
O=c1c2cccnc2[nH]c(=S)n1CCCN1CCN(c2ccc(F)cc2)CC1 | 8 | 1 | 10 | 3 | 1 | 6 | 0.0 | 5% | 0.9
CCOC(=O)N1CCN(C(c2ccc(C)cc2)c2sc3nc(C)nn3c2O)CC1 (configuration not stated) | -4 | 1.1 | 3 | -1 | 1.1 | -3 | -4.3 | 3% | 1
COc1cc2nc3c4ccccc4n(CC#N)c3nc2cc1OC | 24 | 1.1 | 8 | -28 | 3.8* | -11 | -1.7 | 8%[fluoresces] | 0.9
O=C(c1cccc(C(=O)N2CCN(c3ncccn3)CC2)c1)N1CCN(c2ncccn2)CC1 | 2 | 1 | 0 | -8 | 1.2 | -21 | 0.0 | 5% | 0.9
CN(C(=O)C1CCOC1)c1nnc(-c2cnccn2)s1 (configuration not stated) | -2 | 1 | 29 | -8 | 1.3 | 0 | 1.2 | 9% | 0.9
CC(C)n1c(=NC(=O)c2ccco2)c(C#N)cc2c(=O)n3ccccc3cc21 | -12 | 1 | -4 | i[fluorescence artefact?] | 2.9* | -6 | 29* | 2%[fluoresces] | 0.9
Cc1cc(NC(=O)c2noc3c2CCCCC3)nn1Cc1ccc(Cl)cc1 | -6 | 0.98 | 1 | -1 | 1.6 | 0 | 0.3 | 7% | 0.9
O=C(NC12CC3CC(CC(C3)C1)C2)N1CCC(O)(c2ccc3c(c2)OCO3)CC1 | -13 | 0.98 | 6 | 0 | 1.1 | -21 | 0.5 | 8% | 0.9
O=C(O)COc1ccccc1C1C2C(=O)N(c3ccc(F)cc3)C(=O)C2ON1c1ccccc1 (configuration not stated) | -19 | 1.1 | -12 | 0 | 1.1 | -13 | -0.6 | 5% | 0.9
O=C(NCC(=O)N1CCCC1)c1cccs1 | 16 | 1 | 2 | 4 | 1 | 7 | -2.0 | 5% | 1
C=CCOc1c(Cl)cc(/C=N/O)cc1OC | -18 | 1.1 | -4 | 9 | 1.1 | -5 | -0.2 | 3% | 0.9
O=C(N1CCCCC1)N1CCCN(C(=O)N2CCCCC2)CC1 | 5 | 1 | 0 | 0 | 1.1 | 4 | -2.3 | 1% | 1
CCN(CC)CCNc1nc2c(c(=O)[nH]c(=O)n2C)n1CCOc1ccccc1 | -10 | 1 | -11 | 1 | 1.1 | . | 0.2 | 8% | 0.9
CCCCn1c(N(CCOC(C)=O)C(C)=O)nc2ccccc21 | -16 | 1 | 12 | 1 | 1 | -5 | -0.9 | 3% | 1
COCc1nc(-c2ccc(-c3ccc(C)cc3)nc2OC)no1 | 34 | 1 | 22 | -9 | 1.9 | 16 | -1.1 | 7% | 0.8
CCCCC(=O)Nc1nn(CCC)c2nc3ccccc3cc12 | 32 | 0.99 | -12 | 0 | 1.4 | 10 | 4.1 | 3% | 1
Cn1c(=O)c2c(nc(NCCCO)n2Cc2cccc(C(F)(F)F)c2)n(C)c1=O | 4 | 1 | -9 | 2 | 1.1 | . | 2.3 | 5% | 0.9
Cc1cccc(N(CC(=O)NCC2CCCO2)C(=O)CCC(=O)Nc2cc(C)on2)c1 (configuration not stated) | 8 | 1.1 | 4 | -2 | 1.1 | 1 | -0.5 | 1% | 1
CC(=O)c1cccc(NC(=O)COc2nsnc2N2CCOCC2)c1 | 3 | 1.1 | -1 | -1 | 1.1 | 12 | -1.7 | 0% | 1
O=C(CCn1nnc2ccccc2c1=O)N[C@H](C(=O)O)c1ccccc1 | -12 | 0.99 | -13 | 1 | 1 | 6 | -4.0 | 5% | 0.9
COc1ccc(N2C(=O)CC(c3ccc(OC(C)C)cc3)C2=O)cc1 (configuration not stated) | -6 | 1 | -2 | -3 | 1 | -6 | -2.2 | 5% | 0.9
CC(CNS(=O)(=O)c1cc(Cl)ccc1Cl)CN(C)C (configuration not stated) | -7 | 1 | -4 | -1 | 1.1 | 5 | 0.3 | 0% | 1
Cc1nc(CCNC(=O)c2cccs2)cs1 | 12 | 0.97 | 0 | 1 | 1.1 | 5 | 4.2 | 5% | .
CSCCC1NC(=O)N(CC(=O)Nc2ccc(N3CCCCC3)cc2)C1=O (configuration not stated) | -18 | 1 | 18 | 4 | 1.1 | 1 | -3.2 | 1% | 0.9
Cc1ccc(C(=O)Nc2ccccc2C(=O)NCc2ccco2)cc1S(=O)(=O)N1CCCCC1 | 0 | 1 | 12 | 2 | 1.1 | -6 | -3.4 | 4% | 0.9
COc1ccc(C2(O)CCN(C(=O)NC3CCCCC3)CC2)cc1 | -6 | 0.97 | 10 | -2 | 1.1 | -9 | -0.8 | 3% | 0.9
O=C(COc1ccc(CO)cc1)Nc1ccc(F)cc1 | -9 | 1 | 2 | -2 | 1.1 | -7 | 0.3 | 5% | 0.9
CCOc1ccc(NC(=O)C2CC(=O)N(c3cc(C)cc(C)c3)C2)cc1 (configuration not stated) | -13 | 1 | 0 | 2 | 1.1 | -5 | -1.9 | 6% | 1
CCC(Sc1nc(C)cc(=O)[nH]1)C(=O)Nc1nc2c(s1)CCCC2 (configuration not stated) | 2 | 0.99 | 14 | 6 | 1.1 | 4 | 0.9 | 3% | 1
COC(=O)c1ccccc1NC(=O)CSc1nc(O)cc(=O)n1C1CCCC1 | 5 | 1 | -3 | -2 | 1 | 10 | -1.0 | 6% | 0.9
CCCCCCC(=O)Nc1ccc(Cl)cn1 | 9 | 1 | -6 | 4 | 1.1 | 11 | -2.6 | 4% | 0.9
Cn1c(SCc2cnc(-c3ccccc3)s2)nnc1C1COc2ccccc2O1 (configuration not stated) | -5 | 1 | 1 | 8 | 1.1 | 17 | 0.6 | 0% | 1
CCCCSc1c(C)c2cc3c(cc2[nH]c1=O)OCO3 | -4 | 1.1 | -17 | -18 | 1.7 | 18 | -1.1 | 14% | 0.9
CC(Nc1cc(=O)n(C)c(=O)n1C)c1ccccc1 (configuration not stated) | 17 | 1.1 | 9 | 3 | 1.1 | 12 | -0.3 | 1% | 0.8
CCN(CC)S(=O)(=O)c1cccc(C(=O)Nc2ccc(C#N)cc2)c1 | -19 | 1 | -10 | 3 | 1.1 | 5 | -3.4 | 4% | 0.9
CCOC(=O)Cn1ncc2c(=O)oc3ccccc3c21 | -17 | 0.98 | -3 | 3 | 1.1 | 7 | -1.3 | 8% | 1
CCC(Sc1ccc2nnc(-c3cccnc3)n2n1)C(=O)O (configuration not stated) | 12 | 1 | 7 | -2 | 1.1 | -5 | 0.6 | 2% | 0.9
O=C(NCCc1ccncc1)Nc1ccccc1 | -10 | 1 | 9 | -5 | 1.1 | 6 | -6.8 | 3% | 0.9
C=C(C)Cn1c(N(CCO)Cc2ccccc2)nc2c1c(=O)[nH]c(=O)n2C | . | 1.1 | . | . | 1.1 | . | . | 3% | 1
CCOC(=O)c1cnc(-n2nc(C)cc2C)nc1NC(C)c1ccccc1 (configuration not stated) | 8 | 1 | -49 | -5 | 1.2 | 15 | -1.4 | 2% | 0.9
CSc1ncc(Cl)c(C(=O)C(C#N)c2nc3c(C)cc(C)cc3c(=O)[nH]2)n1 (configuration not stated) | -10 | 1.1 | 4 | -21 | 1.1 | 15 | -1.3 | 8% | 0.9
Cc1ccc(N(C(=O)c2ccncc2)C2C=CS(=O)(=O)C2)cc1 (configuration not stated) | -8 | 0.98 | -19 | -7 | 1.1 | 1 | -3.8 | 6% | 0.9
O=c1[nH]ncn2cccc12 | 6 | 0.99 | 0 | 4 | 1.1 | -5 | -4.4 | 8% | 1
N#CC(C(=O)Nc1cccc(Cl)c1)=C1Nc2ccccc2N1 | 13 | 1.1 | 2 | 0 | 1.3 | 16 | 0.5 | 4% | 0.9
O=C(Nc1cccnc1)c1cc(-c2cccs2)on1 | -27 | 0.98 | -7 | -7 | 1.1 | -3 | 0.1 | 8% | 0.9
Cc1cccc(NC(=O)c2ccc(S(=O)(=O)N(C)C)cc2)c1 | 3 | 1 | 11 | 2 | 1 | 8 | 0.1 | 9% | 1
Additional compounds
SMILES | RORA act | Abs 340nm | SF-1 act | MMP13 inh | Fluor 339 460 | 5-HT1A blocker | 5HT1a ag | NADH coupling | TNAP act DEA
CCCCc1nc(SCC(=O)Nc2ccc(S(N)(=O)=O)cc2)n[nH]1 | -2 | 1.1 | 9 | 3 | 1.1 | -5 | -1.3 | 5% | 0.5
O=C(Cc1coc2ccc3ccccc3c12)N1CCCC1 | 11 | 1 | -12 | 2 | 1.1 | -7 | -1.9 | 3% | 0.9
Cc1nc(SC(C)C)[nH]c(=O)c1Cc1ccccc1 | 4 | 1 | -12 | -4 | 1.1 | 0 | 2.0 | 5% | 1
Cc1nnc(SCc2ccccc2)n1N | 9 | 0.96 | 2 | 4 | 1 | -4 | -3.7 | 4% | 0.9
O=C(c1ccco1)N1CCCC(c2nc(-c3ccc(S(=O)(=O)NCc4ccccc4)cc3)no2)C1 (configuration not stated) | -24 | 1 | -21 | 3 | 1.1 | 0 | 1.5 | 4% | 1
COc1ccc(-c2nnc(NC(=O)c3ccc(S(=O)(=O)N4COCC4(C)C)cc3)o2)cc1 | -7 | 1.1 | -50 | 4 | 1.1 | 24 | 0.8 | 12% | 0.9
COCCNC(=O)CSc1nc2cc(OC)c(OC)cc2c(=O)n1Cc1ccco1 | 10 | 1 | -1 | 6 | 1 | -5 | -2.0 | 4% | 0.7

Whole records as entered above. Screens in order: RORA act, Abs 340nm, SF-1 act, MMP13 inh, Fluor 339 460, 5-HT1A blocker, 5HT1a ag, NADH coupling, TNAP act DEA
CSCCC1NC(=O)N(CC(=O)Nc2ccc(N3CCCCC3)cc2)C1=O (configuration not stated) is listed as -18, 1, 18, 4, 1.1, 1, -3.2, 1%, 0.9
CCCCSc1c(C)c2cc3c(cc2[nH]c1=O)OCO3 is listed as -4, 1.1, -17, -18, 1.7, 18, -1.1, 14%, 0.9
CCN(CC)CCNc1nc2c(c(=O)[nH]c(=O)n2C)n1CCOc1ccccc1 is listed as -10, 1, -11, 1, 1.1, ., 0.2, 8%, 0.9

Part of the list above, with two lines to a compound:
The line under a structure holds: RORA act, Abs 340nm, SF-1 act, MMP13 inh, Fluor 339 460, 5-HT1A blocker, 5HT1a ag, NADH coupling, TNAP act DEA
COc1ccc(C2(O)CCN(C(=O)NC3CCCCC3)CC2)cc1
    -6, 0.97, 10, -2, 1.1, -9, -0.8, 3%, 0.9
O=C(COc1ccc(CO)cc1)Nc1ccc(F)cc1
    -9, 1, 2, -2, 1.1, -7, 0.3, 5%, 0.9
CCOc1ccc(NC(=O)C2CC(=O)N(c3cc(C)cc(C)c3)C2)cc1 (configuration not stated)
    -13, 1, 0, 2, 1.1, -5, -1.9, 6%, 1
